Screening data (PubChem BioAssay)
M18AAP inhibitor: blocks P. falciparum M18 aspartyl aminopeptidase; recombinant PfM18AAP, H-Glu-NHMec fluorogenic cleavage; inhibition, % at 7.35 µM; 290,000 compounds, 1.2% hits; AID 1822;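 active means inhibition above the campaign mean inhibition over all tested compounds plus 3 SD, cut at about 28% in these data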;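 further: 0% = plate median of test compound wells and 100% = 2 mM ZnCl2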
MEKK2 WT-MEK5: raises or lowers MEK5 binding to wildtype human MEKK2 PB1 domain. Q9Y2U5. bead flow cytometry, Alexa488-MEK5 binding to MEKK2 WT; actives lie on both sides. binding response (% of control), % at 10 µM. 290,000 compounds, 1.1% hits; in the data active means binding response below about 67% or above about 130%
MEKK2mut PB1 HTS: signal of MEK5 binding to mutant human MEKK2 PB1 domain | bead flow cytometry, Alexa488-MEK5 binding to MEKK2 mutant | percent response, % at 10 µM | 290,000 compounds, 0.35% hits | AID 1530; in the data active means percent response above about 24%, passing the limit was not always enough; further: inactives centre near 1; some results filed as inactive read as strong as hits; reference of the scale not given here
PHOSPHO1 inh: blocks human PHOSPHO1 phosphatase activity. Q8TCT1. recombinant PHOSPHO1, absorbance phosphatase assay. inhibition, % at 13.3 µM. 290,000 compounds, 1.1% hits. AID 1565; in the data active means inhibition above about 60%
Target sequence (Q8TCT1 whole entry, looked up): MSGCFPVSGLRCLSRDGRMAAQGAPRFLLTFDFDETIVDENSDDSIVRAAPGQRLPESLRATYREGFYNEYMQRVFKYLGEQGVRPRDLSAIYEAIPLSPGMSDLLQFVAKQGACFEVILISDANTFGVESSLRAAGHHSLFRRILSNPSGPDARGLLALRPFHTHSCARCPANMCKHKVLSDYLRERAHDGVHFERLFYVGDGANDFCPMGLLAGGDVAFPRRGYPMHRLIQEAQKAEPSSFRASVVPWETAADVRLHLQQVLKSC
MEKK3 PB1 HTS: MEKK3-MEK5 PB1 interaction, increase or decrease. Q99759. bead-based flow cytometry, Alexa488-MEK5 binding to MEKK3; actives lie on both sides; 0 = blocked by unlabeled MEK5, 100 = vehicle. binding response (% of control), % at 10 µM. 290,000 compounds, 1.4% hits;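 active means binding response more than 3 SD above or below the average of its plate-row segment, actives on both sides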;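 further: Alexa488 bead fluorescence after subtracting the streptavidin-only scavenger bead signal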
Target sequence (Q99759 whole entry, looked up): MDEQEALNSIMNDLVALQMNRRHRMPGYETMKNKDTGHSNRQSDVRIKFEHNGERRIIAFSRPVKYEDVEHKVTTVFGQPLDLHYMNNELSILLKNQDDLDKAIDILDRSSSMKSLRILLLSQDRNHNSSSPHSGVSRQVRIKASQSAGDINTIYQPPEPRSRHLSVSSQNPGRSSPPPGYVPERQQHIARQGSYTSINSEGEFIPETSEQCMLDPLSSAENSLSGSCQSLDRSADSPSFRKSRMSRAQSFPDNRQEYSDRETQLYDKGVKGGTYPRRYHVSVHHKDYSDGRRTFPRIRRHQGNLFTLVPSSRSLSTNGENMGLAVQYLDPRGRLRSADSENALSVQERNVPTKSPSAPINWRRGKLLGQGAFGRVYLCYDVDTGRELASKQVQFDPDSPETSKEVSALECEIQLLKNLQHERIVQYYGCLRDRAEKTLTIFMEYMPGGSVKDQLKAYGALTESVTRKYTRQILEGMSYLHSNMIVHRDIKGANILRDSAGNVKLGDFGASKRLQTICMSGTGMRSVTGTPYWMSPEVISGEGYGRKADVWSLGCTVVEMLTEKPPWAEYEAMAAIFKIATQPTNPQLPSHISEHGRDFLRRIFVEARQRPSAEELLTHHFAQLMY
OXTR ag: human OXTR agonism; activation, % at 3 µM; CHO-OTR cells, Fluo-8 calcium fluorescence; normalized: DMSO 0%, oxytocin 100%; 320,000 compounds, 0.32% hits;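 active means activation above the mean of all tested compounds plus 3 SD, cutoff set per screening run, cut at about 20% in these data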;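 further: peak over basal fluorescence ratio from a 100 s FLIPR kinetic read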
GPR7 antagonist: human neuropeptides B/W receptor 1 antagonism. P48145. GPR7-expressing cells, fluorescence antagonist assay. inhibition, % at 4.4 µM. 290,000 compounds, 1.1% hits. AID 1861; in the data active means inhibition above about 16%, passing the limit was not always enough;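 further: cells stimulated with the agonist NPW; 0% = agonist with vehicle and 100% = vehicle without agonist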
FID counter: displaces DNA intercalator in HCV helicase counter-screen; DNA fluorescent intercalator displacement, fluorescence; 290,000 compounds, 0.17% hits; AID 1845; inhibition, % at 7.9 µM; in the data active means inhibition above about 37%;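 further: 0% = vehicle and 100% = reference compound; higher means more ethidium bromide displaced from hairpin DNA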
NALP1 yeast inh: NALP1 inhibition | S. cerevisiae NALP1/ASC/caspase-1 growth, X-gal OD620, 72 h | inhibition, % at 10 µM | 280,000 compounds, 0.61% hits | AID 2071; in the data active means inhibition mostly above about 24%, no sharp cut-off; inactive means mostly below about 32%; further: some compounds called inactive have numbers as strong as hits
* marks the source's active call; other numbers are inactive results; · = not tested or not shown; [ ] = remark or other dose.

SMILES	M18AAP inhibitor	MEKK2 WT-MEK5	MEKK2mut PB1 HTS	PHOSPHO1 inh	MEKK3 PB1 HTS	OXTR ag	GPR7 antagonist	FID counter	NALP1 yeast inh
COc1ccc(C2=Nn3c(nnc3C(F)(F)F)SC2)cc1	-9	101	5	16	105	-1.8	7	-13	-3
CCOC(=O)Cc1cnc(NC(=O)CSc2nc(N)cc(=O)[nH]2)s1	-9	99	3	-71	98	0.7	-7	2	-7
O=C(Cc1cccs1)OCC(=O)c1ccco1	0	94	-3	16	94	-0.2	8	5	7
CC1(C)CC(C)(O)N(Cc2ccccc2)C(=S)N1 (stereo unspecified)	5	112	1	2	133*	-1.7	-1	3	5
OC(COc1ccc(Cl)cc1)CN1C2=NCCCN2c2ccccc21 (stereo unspecified)	10	108	7	6	101	3.3	-2	17	7
O=C(O)c1cccc(NC(=O)c2ccccc2NC(=O)c2ccco2)c1	-1	104	4	8	99	0.0	-8	-18	19
COc1ccc(N(Cc2cc3ccc(C)cc3[nH]c2=O)C(=O)C2CCCO2)cc1 (stereo unspecified)	-9	109	17	20	110	-0.9	-2	-32	-5
CCc1ccc(/C=N/NC(=O)Cc2ccc(OC)c(OC)c2)s1	4	100	-3	42	101	·	-1	-39	8
Cc1ccc2[nH]c(SCC(=O)N3CCOCC3)nc2c1C	4	85	-6	15	90	-0.2	-4	-6	-9
O=[N+]([O-])c1ccc(N2CCN(S(=O)(=O)c3ccccc3)CC2)cc1NCCN1CCOCC1	-3	118	7	12	121	-1.1	-13	4	·
COc1ccc(C(=O)C2CCCN(C(=O)c3cccnc3OC)C2)c(C)c1 (stereo unspecified)	-1	104	6	27	102	0.0	-10	-21	-1
CCOC(=O)CNC(=O)CNC(=O)c1nn(-c2ccc(OC)c(OC)c2)c(=O)c2ccccc12	0	99	-1	9	96	0.5	8	-18	30
Cn1c(=O)n(C)c2cc(/C=N/NC(=O)c3cc4cc(Br)ccc4o3)ccc21	4	95	-4	0	95	-0.7	8	-10	1
CCNc1ccccc1CP(=O)(c1ccccc1)c1ccccc1O (stereo unspecified)	3	102	2	-2	106	6.2	1	-37	11
O=C(CSc1nnc(Cc2ccccc2)o1)Nc1ccc2c(c1)OCO2	7	98	-5	23	90	-0.8	-2	-16	-13
CC1CCN(C(=O)CCc2ccc(Oc3cc([N+](=O)[O-])cc([N+](=O)[O-])c3)cc2)CC1	1	105	4	-4	125	0.1	-13	-19	-37
N#Cc1cn(CCCOc2ccccc2)c2ccccc12	2	113	6	-11	106	-1.0	-7	-5	2
CCc1ccc(NC(=S)NC(=O)c2c(-c3ccccc3Cl)noc2C)cc1	-12	93	-4	28	100	-0.1	-16	-3	·
CC(C)c1ccc(OCc2ccc(C(=O)N3CCN(c4ccccn4)CC3)cc2)cc1	1	82	-13	22	74	-0.4	-10	-8	-3
CCN(CC)CCCNC(=O)c1cc(-c2ccc(Cl)cc2)on1	-9	107	1	8	102	0.6	8	14	-3
O=C(c1ccc(Cl)cc1)N1CCN(C(=O)C2CCCCC2)CC1	7	104	-2	23	104	0.8	-7	-19	21
Cc1onc(-c2c(Cl)cccc2Cl)c1C(=O)N1CCN(c2ccc(F)cc2)CC1	-5	98	2	22	95	-0.1	6	-34	9
Cc1ccc(C(C)C)c(OCC(=O)Nn2c(=O)[nH]c3ccccc3c2=O)c1	7	96	0	4	99	-2.2	3	-14	15
O=C(O)c1c[nH]ccc1=O	7	118	8	-5	113	-0.2	-15	5	3
OC(CNCc1ccccc1)(c1ccc(F)cc1)c1ccc(F)cc1	-7	93	-9	10	79	-1.1	14	13	44

Continuation.
SMILES	M18AAP inhibitor	MEKK2 WT-MEK5	MEKK2mut PB1 HTS	PHOSPHO1 inh	MEKK3 PB1 HTS	OXTR ag	GPR7 antagonist	FID counter	NALP1 yeast inh
O=C(O)CP(=O)(c1ccccc1)c1ccccc1	-1	102	2	-6	103	-0.2	-5	1	-17
Cc1ccccc1NC(=O)c1cccc(C(F)(F)F)c1	-1	92	3	14	106	-1.8	-10	0	13
Cc1cc(/C=N/NC(=O)COc2cccc3cccnc23)c(C)n1-c1ccc(O)cc1	17	98	-1	-14	100	-0.3	-10	-15	13
O=C1CC(N2C(=O)/C(=C/C=C/c3ccccc3)SC2=S)C(=O)N1c1ccccc1 (stereo unspecified)	6	69	-4	14	95	0.0	-11	-8	23
CCNC(=O)Nc1cc2nc(C)n(Cc3ccc(Br)cc3)c2nc1C	-3	106	1	11	105	-0.1	21	-17	0
O=C(COc1ccc(Br)cc1)N1CCN(c2ccc([N+](=O)[O-])c(N3CCCCC3)c2)CC1	-4	95	3	-7	95	-2.6	1	-12	3
O=c1[nH]cccc1-c1nc2cc(Cl)ccc2n1Cc1ccccc1	6	95	-1	34	95	2.1	-2	-21	15
COc1ccc2c(=O)c(-c3cnn(-c4ccccc4)c3)c(C)oc2c1	-9	90	-10	4	88	2.4	-6	-21	-3
Cc1cccc(OC2CCN(Cc3c(C(=O)N4CCCC4)nc4ccccn34)CC2)c1	-2	97	-2	44	97	-0.3	2	-5	10
O=S1(=O)c2ccccc2N=NN1Cc1cc(Cl)cc(Cl)c1	9	102	6	7	102	-0.8	3	-6	6
Cc1c(C)c2c(OCC(=O)NCc3ccco3)cc3c(c2oc1=O)CCC(C)(C)O3	-6	102	0	-28	98	-0.9	1	-15	25
CC1CCc2nc(NCCO)nc(C(F)(F)F)c2C1 (stereo unspecified)	-10	99	-1	11	101	0.0	7	-10	17
Cc1ccc(S(=O)(=O)NCC(=O)N(CC(=O)NC(C)(C)C)Cc2ccc3c(c2)OCO3)cc1	-3	102	0	-10	101	4.7	-4	-33	1
CCOC(=O)C1CCN(c2nc(C)nc3c2oc2ccccc23)CC1	·	97	-4	14	102	-2.9	·	·	2
Cc1noc(NS(=O)(=O)c2ccc(NC(=O)c3oc4ccc(F)cc4c3C)cc2)c1C	0	101	0	·	101	·	-15	-5	13
CC(C)c1ccc(NC(=O)NC2CC3CCC(C2)N3Cc2cccs2)cc1 (stereo unspecified)	0	129	26	-8	106	4.8	5	7	2
O=C(CCc1c[nH]c2ccccc12)NCCc1ccc2c(c1)OCCO2	0	109	11	46	104	0.3	-2	-20	-2
Cn1nc(C(=O)NCCc2ccc(S(N)(=O)=O)cc2)c2c1-c1ccccc1S(=O)(=O)C2	-3	99	0	17	97	0.3	-19	-16	-7
COc1ccc2ccccc2c1CNC(C)c1ccccc1 (stereo unspecified)	5	118	5	-24	104	4.0	3	15	25
Cc1ccc(NCC(=O)N/N=C/c2cccn2C)cc1	9	91	-2	16	94	1.7	4	-7	9
CCC1CCCCN1CCCNC(=O)CSc1nc2nc(C)c(Cc3ccccc3)c(C)n2n1 (stereo unspecified)	-1	112	1	17	103	0.1	6	5	-25
COc1ccc(N(C(=O)C(C)C)S(=O)(=O)c2cccs2)cc1	-9	105	1	2	98	-1.6	8	-7	12
CN1CCN(c2ccc(NC(=O)COc3ccccc3Cl)cc2)CC1	-2	114	14	-10	105	3.3	-9	10	-14
O=C1c2ccccc2C(Nc2ccccc2)N1c1ccc(Cl)cn1 (stereo unspecified)	1	112	7	-23	109	·	4	-1	3
CN(C(=O)C1CCOC1)c1nnc(-c2ccncc2)s1 (stereo unspecified)	0	98	3	21	104	0.6	-10	-2	3

(next part)
SMILES	M18AAP inhibitor	MEKK2 WT-MEK5	MEKK2mut PB1 HTS	PHOSPHO1 inh	MEKK3 PB1 HTS	OXTR ag	GPR7 antagonist	FID counter	NALP1 yeast inh
O=C1CC(N2CCN(Cc3ccccc3)CC2)C(=O)N1 (stereo unspecified)	5	100	0	16	103	3.0	-12	-3	12
CC(Sc1nnc(-c2ccncc2)n1C)C(=O)Nc1nccs1 (stereo unspecified)	2	100	-1	-16	102	-0.2	-9	-4	1
COCC(=O)Nc1nc(-c2ccccc2)c(C)s1	-14	103	8	-22	99	-1.2	-7	-3	10
Cc1cc(CNC(=O)C(C)n2cc([N+](=O)[O-])cn2)c2ccccc2n1 (stereo unspecified)	0	98	2	2	102	-1.1	0	4	12
CCn1c(/C=C/Nc2ccccc2)[n+](CC)c2ccc(C(=O)OCC(F)(F)F)cc21	0	109	3	12	109	-0.1	-16	8	16
CCNC(=O)N1C(CC(=O)OCC)C(=O)NC2CCCCC21 (stereo unspecified)	3	93	-3	-21	97	0.2	-16	2	8
O=C(NCc1ccco1)c1ccc(Br)c(S(=O)(=O)N2CCCCC2)c1	-11	101	-1	-4	102	1.1	-2	-7	-4
COc1cccc(/C=N/Nc2ncnc3c2ncn3Cc2ccccc2)c1O	3	104	0	2	117	-1.8	-11	-15	31
Nc1ccc(NC(=O)c2cccc(C(=O)Nc3ccc(N)cc3Cl)c2)c(Cl)c1	-5	106	4	37	105	1.4	19	-3	10
CC(=O)Oc1cccc(N2C(=O)C3C(C2=O)C2C=CC3C23CC3)c1 (stereo unspecified)	1	100	0	-21	102	-1.7	-4	-4	-32
O=C(NCCN1CCN(c2ccccc2)CC1)Nc1ccccc1Br	3	105	1	24	102	·	5	2	19
Cc1ccc(NCc2ccccc2)cc1	0	103	-6	-3	103	-2.3	-10	-6	10
CC(=O)c1cccc(NC(=O)C(C)OC(=O)C2CCC2)c1 (stereo unspecified)	3	105	3	38	100	-0.8	11	-9	24
O=C1CS/C(=C/C(=O)c2cccc(Cl)c2)N1	0	103	-6	4	105	2.1	-7	2	-7
NC1=NC(=O)C(CC(=O)NCc2ccccc2)S1 (stereo unspecified)	-45	81	-4	10	69	0.4	-1	2	12
Cc1ccc(S(=O)(=O)N(C)CC(=O)OCC(=O)N2CCCC2=O)cc1	-4	87	-8	19	98	-0.3	-4	0	-1
Cc1ccccc1CN1CCC(Oc2ccc(C(=O)NCc3ccccn3)cc2)CC1	-1	105	3	8	103	-0.6	-3	6	10
Cc1cc(C)n2nc(SCc3nnc(SCCCCl)o3)nc2n1	0	100	1	22	102	0.9	7	-16	3
N#C/C(=N\Nc1ccc(Cl)cc1)C(N)=S	5	97	3	8	99	17	11	1	·
CN1CCN(C(=O)CSc2nc(-c3ccco3)cc(C(F)(F)F)n2)CC1	-2	85	-13	9	87	0.6	11	5	4
COc1ccc(S(=O)(=O)NCCC(=O)NCc2ccccc2)cc1	-9	115	8	9	111	-1.1	-6	-5	-5
CCc1ccc(S(=O)(=O)ON2C(=O)c3ccccc3C2=O)cc1	-1	109	6	20	106	·	-8	0	-9
CCOc1ccc(C(=O)Nc2ccc(N3CCN(C)CC3)cc2)cc1	-1	104	3	36	98	-0.2	-7	7	24
COc1cc(/C=C2/SC(=S)N(CC(=O)Nc3nc4ccccc4s3)C2=O)cc(OC)c1OC	20	71*[inhibitor]	-16	-11	89	1.5	-9	-13	0
CC(=O)c1sc(Nc2ccc(C)cc2)nc1C	8	100	-1	-20	100	0.5	-14	-3	4
CCNC(=O)c1ccccc1NC(=O)C1CC(=O)N(C(C)C)C1 (stereo unspecified)	-2	99	5	·	96	0.4	-13	2	14
